High-throughput results as filed in PubChem.
PGC1a acetyl inh – modulators of PGC1a acetylation; U2OS PGC1a acetylation, AlphaScreen anti-acetyl-lysine; with virally co-expressed GCN5 acetyltransferase; inhibition, % at 15.6 µM; hit rate 0.17% among 350,000; AID 651687;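 active = every replicate shows inhibition of at least 40%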;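 also: 0% = neutral control wells and 100% = positive control wells; some results beyond the cut were filed as inactive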
C2C12 statin – protects C2C12 myotubes from simvastatin toxicity; ATP luminescence, 48 h; scaled: DMSO 0, geranylgeraniol control 100; rescue of ATP level, % at 7.49 µM; hit rate 0.78% among 330,000; AID 602340;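 active = mean ATP rescue above about 67%, or every replicate alone reaching that limit, limit read from the data, passing the limit was not always enough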;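 also: myotubes were challenged with 10 µM simvastatin during compound exposure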
SIRT5 block – sirtuin-5 (human) deacylase inhibition; Q9NXA8; Purified SirT5, succinyl-peptide AMC, trypsin-coupled fluorescence; inhibition, % at 15 µM; hit rate 1.1% among 330,000; AID 652115; in the data active = inhibition above about 15%
Target sequence (Q9NXA8 whole entry, looked up): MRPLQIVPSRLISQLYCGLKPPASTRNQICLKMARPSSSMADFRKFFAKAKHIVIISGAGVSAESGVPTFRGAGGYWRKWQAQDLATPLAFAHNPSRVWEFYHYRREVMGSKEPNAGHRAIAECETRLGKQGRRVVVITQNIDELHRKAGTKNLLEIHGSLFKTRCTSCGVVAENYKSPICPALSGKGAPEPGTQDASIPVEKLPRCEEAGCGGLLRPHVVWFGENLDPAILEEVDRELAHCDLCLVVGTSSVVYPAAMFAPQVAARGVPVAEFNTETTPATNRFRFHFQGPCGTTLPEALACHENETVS
LGR2 inh – blocks bursicon-induced cAMP signaling via Drosophila LGR2; HEK293 LGR2, CRE-luciferase, bursicon-stimulated, 4 h; hit rate 0.35% among 380,000; inhibition, % at 9.99 µM;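 active = drop in luminescence signal, shown as inhibition above about 50% in the replicate tests, limit read from the data, passing the limit was not always enough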;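 also: agonist challenge used bursicon conditioned medium at about half maximal strength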
Cneo AK release – causes C. neoformans cell lysis; adenylate kinase release luminescence, 4 h; normalised: neutral wells 0, clomiphene wells 100; lysis activity, % at 15 µM; hit rate 0.2% among 360,000;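 active = mean lysis activity across replicates of at least 80%, whatever share of replicates individually reach that level; inactive = mean lysis activity below 80%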
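Schedule: static 4 h at 37 °C with compound, 1 h detection; system: C. neoformans cells; benchmarks: Clomiphene as positive control; buffer or medium: fresh YPD medium; measure: luminescence rise reflecting yeast cell lysis; measured by: luminescent adenylate kinase detection reagent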
ERAP1 HTS inh – ERAP1 (human) enzyme inhibition | Q9NZ08 | recombinant ERAP1, Leu-AMC fluorescence, 60 min | inhibition, % at 10.7 µM | hit rate 0.15% among 340,000 | AID 652197;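 active = mean replicate inhibition of at least 30%, or all replicates individually reaching that 30% level; inactive = mean below 30% and not every replicate reaching it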;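 also: 0% = neutral control wells and 100% = L-leucinethiol positive control wells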
XiGFP reactiv – activators of X-chromosome reactivation in mouse fibroblasts; XiGFP mouse fibroblasts, % GFP-positive cells imaging, 3 d; cells co-treated with 5-aza-dC sensitizer; scaled so ellipticine positive control = 100%; activation, % at 7.58 µM; AID 743238; hit rate 0.055% among 360,000;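 active = mean normalized replicate activation at least 10% and every replicate at or above 10%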;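 also: 0% = median of on-plate neutral control wells and 100% = ellipticine 6 µM median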
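Assay system – SV40-immortalized XiGFP fibroblast cells, line 68-5-11 · Buffer or medium – DMEM supplemented with 5-aza-dC as sensitizing agent · Dosing – one concentration, pinned · Benchmarks – positive control ellipticine, 6 µM final · Times – 3 days compound exposure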
S100A4 inh HTS – blocks human S100A4 binding to myosin IIA peptide; P26447; AID 652163; inhibition, % at 10.7 µM; hit rate 0.14% among 360,000; S100A4/TAMRA-MyoIIA peptide fluorescence polarization;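 active = mean inhibition of at least 70% across replicates, with every replicate also reaching that level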
Target sequence (P26447 whole entry, looked up): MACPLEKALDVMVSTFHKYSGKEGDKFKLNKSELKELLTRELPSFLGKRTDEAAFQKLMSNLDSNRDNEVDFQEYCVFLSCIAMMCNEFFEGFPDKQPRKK
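Material: human S100A4 monomer with TAMRA-labelled myosin IIA peptide; buffer or medium: HEPES pH 7.2 with CaCl2, KCl, NaCl, DTT, Triton; compound dosing: one concentration per compound; schedule: 5 min incubation before reading; benchmarks: neutral control DMSO, positive control TFP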
Starred values were filed as active, the others as inactive; · = not tested or not shown.

Value order: PGC1a acetyl inh, C2C12 statin, SIRT5 block, LGR2 inh, Cneo AK release, ERAP1 HTS inh, XiGFP reactiv, S100A4 inh HTS
1	O=C(CCCn1nnnc1CN1CCOCC1)N1CCC(c2ccccc2F)C1 (stereo not drawn)
 : 8.1, 8.3, 8.2, -10.1, 1.2, -6.3, 0.3, -3.2
2	Fc1ccc(-c2nc(-c3cccs3)[nH]c2-c2ccc(F)cc2)cc1
 : 1.8, ·, 1.1, 19.3, -6.0, 1.8, 0.1, -0.8
3	COc1ccc(S(=O)(=O)N2CCOCC2)cc1C(=O)Nc1nc2ccccc2s1
 : 11.7, -4.0, ·, 7.8, 0.1, ·, ·, ·
4	CC(Nc1nc(N2CCNCC2)nc2ccccc12)c1ccccc1 (stereo not drawn)
 : -6.3, ·, 3.1, 12.5, ·, 0.1, 0.0, -0.8
5	Cc1ccc(S(=O)(=O)N2CCC(C(=O)Nc3nnc(C)s3)CC2)cc1
 : -1.5, -0.7, 9.3, -7.1, -0.1, 1.6, 0.0, -2.2
6	CCOC(=O)C1CCCN(C(=O)c2ccc(SC(F)(F)F)cc2)CC1 (stereo not drawn)
 : 0.8, 6.1, ·, ·, -0.6, -9.0, -0.2, -5.1
7	C[C@@H]1CN([C@H](C)CO)C(=O)Cc2cc(NC(=O)NC3CCCCC3)ccc2O[C@@H]1CN(C)C(=O)Nc1ccc2c(c1)OCO2
 : 5.7, -9.4, 4.0, -14.2, 53.2, 1.2, -0.1, 14.0
8	COc1ccc2c3c(n(C)c2c1)[C@H](CO)N(Cc1ccncc1)CC31CCN(C(=O)NC(C)C)CC1
 : 2.6, ·, 0.9, 5.6, ·, 7.1, 0.4, 2.7
9	CCCNC(=O)N1C[C@H](C)[C@H](OC)CN(C)C(=O)c2cc(NS(=O)(=O)CC)ccc2OC[C@@H]1C
 : ·, 0.8, -1.0, 7.0, 47.1, -1.3, 0.1, -1.0
10	Cc1noc(C)c1S(=O)(=O)Nc1cccc2c1O[C@@H](CN(C)C(=O)Nc1ccc(C(F)(F)F)cc1)[C@@H](C)CN([C@H](C)CO)C2=O
 : -0.2, ·, 4.1, 3.5, -4.1, 2.7, -1.3, -48.4
11	CC(=O)N1c2ccc(S(=O)(=O)N3CCC(C(=O)Nc4ccccn4)CC3)cc2CC1C (stereo not drawn)
 : -13.3, 0.7, -0.6, -12.6, 1.0, -1.1, 0.1, 5.2
12	O=[N+]([O-])c1ccc(OCc2n[nH]c(=S)n2-c2ccccc2)cc1
 : -6.2, -0.9, -0.6, ·, 1.1, -7.5, 0.3, -0.7
13	Cc1ncoc1C(=O)N1CCCC(C(=O)Nc2cccc(-c3ccc(F)cc3)c2)C1 (stereo not drawn)
 : -5.4, 4.9, -1.3, -21.9, -2.8, 0.0, 0.3, -0.1
14	O=C(NN1CCOCC1)c1c(-c2ccccc2)sc2ccccc12
 : 5.1, 20.2, ·, 8.8, -0.3, 1.8, 0.0, 0.5
15	O=Cc1ccc(N2N=C(c3ccccc3)CC2c2ccccc2)cc1 (stereo not drawn)
 : ·, 22.4, -12.2, 8.8, -0.5, -2.7, 0.1, -2.5
16	COc1ccc(CNS(=O)(=O)c2ccc(N3CCCC3)cc2Br)cc1
 : ·, 7.2, -2.7, 8.3, -2.2, 0.2, 0.3, -3.8
17	O=C(NCCc1ccc([N+](=O)[O-])cc1)c1ccccc1
 : ·, ·, -0.8, -23.2, ·, -2.4, 0.7, 3.5
18	CC(C)(C)NC(=O)C(c1ccccc1F)n1c(=O)c(-c2ccccc2)nc2ccccc21 (stereo not drawn)
 : ·, ·, -0.4, 17.5, ·, -0.7, 0.3, -2.3
19	C[C@H](CO)N1C[C@H](C)[C@@H](CN(C)C(=O)Nc2ccc3c(c2)OCO3)Oc2ccc(NC(=O)Nc3cccc4ccccc34)cc2C1=O
 : 13.8, 17.0, ·, 5.3, -2.8, ·, -0.1, ·
20	O=C(C[C@H]1C[C@H]2c3cc(NC(=O)NC4CCCC4)ccc3O[C@H]2[C@@H](CO)O1)NCc1ccncc1
 : 3.4, -1.1, ·, -3.0, -7.3, -0.4, 0.5, -3.5
21	COc1ccccc1CN1CCN(C(=O)c2cccc3ccccc23)CC1
 : ·, -0.4, -1.5, 4.2, 1.0, 2.4, 0.0, 7.6
22	CC(C)Cn1cnc2c(SCc3ccccc3Cl)nc(N)nc21
 : -9.5, -6.0, 1.4, -38.0, -3.5, 2.1, 0.3, 1.9
23	O=C1CS/C(=N/N=C/c2ccncc2)N1
 : 2.5, ·, -2.6, -2.0, 0.1, -0.6, 0.0, -0.7
24	O=C(C[C@@H]1C=C[C@H](NC(=O)Nc2ccccc2)[C@@H](CO)O1)NCc1cccc(F)c1
 : -5.3, -4.9, -4.7, -13.3, 1.1, -7.1, 0.6, -2.3
25	CCCN(CCC)CCN1C(=O)C2C(C(=O)Nc3cccc(SC)c3)C3C=CC2(O3)C1C(=O)NC1CCCCC1 (stereo not drawn)
 : -21.3, -13.9, -7.4, 12.5, 6.7, -8.0, 0.2, -6.9
26	COc1ccc(C#Cc2cnc3c(c2)C(=O)N([C@@H](C)CO)C[C@H](C)[C@H](CN(C)C(=O)CC2CC2)O3)cc1
 : -3.5, 6.2, -0.9, 3.7, -10.4, -1.5, -0.8, -5.0
27	CCOC(=O)COc1ccc2c(C#N)c3ccccn3c2c1
 : ·, ·, -4.5, -6.9, ·, -4.3, 0.3, -0.8
28	CO[C@H]1CN(C)C(=O)c2ccc(NS(=O)(=O)c3cccc(F)c3)cc2OC[C@@H](C)NC[C@@H]1C
 : -1.0, -13.0, -0.8, 10.5, 0.8, -0.6, -0.1, 5.3
29	C[C@H]1CN([C@@H](C)CO)C(=O)c2cc(NC(=O)Nc3ccc(F)cc3)ccc2O[C@@H]1CN(C)Cc1ccccc1
 : 4.3, -40.7, -2.1, 7.2, -1.5, -5.9, 0.0, -46.2
30	O=C(CSC(=S)N1CCOCC1)Nc1ncc2c(n1)CC(c1ccco1)CC2=O (stereo not drawn)
 : ·, ·, 0.2, -12.6, ·, -4.3, 0.0, 4.2
31	O=C(COC(=O)CCSc1ccccc1)Nc1cc(F)ccc1F
 : ·, ·, 1.4, ·, ·, 2.4, 0.1, 0.1
32	CN(C(=O)CC1C(=O)NCCN1Cc1cccc(C(F)(F)F)c1)C1CCOCC1 (stereo not drawn)
 : ·, -0.9, -1.0, 11.8, 0.7, 0.9, 0.1, 0.2
33	CCN(CC)c1ccc(NC(=O)c2ccc3c(c2)OCO3)c(C)c1
 : ·, -26.7, 1.4, -4.6, -0.5, 0.1, 0.0, 19.3
34	CNC(=O)c1cc(Nc2nnc(-c3ccc(C)c(S(N)(=O)=O)c3)c3ccccc23)ccc1OC
 : -11.0, 15.6, -3.8, -9.1, 0.5, 6.0, 0.2, 26.8
35	Cc1nnc(N2CCOCC2)c2nn(-c3cccc(Cl)c3)c(C)c12
 : -2.1, ·, ·, 1.1, 4.4, ·, 2.3, ·
36	N#C[C@@H]1[C@@H](c2ccc(C3=CCCC3)cc2)[C@@H](CO)N1C(=O)C1CCC1
 : 5.5, -0.6, -5.4, 2.6, 3.5, 1.1, 0.0, -11.7
37	COc1cccc(-c2ccc([C@@H]3[C@@H](CO)N4C(=O)CNC[C@H]34)cc2)c1
 : 4.1, ·, 2.2, -4.8, ·, 1.7, 0.0, 0.6
38	C/C=C/c1ccc([C@@H]2[C@@H](CO)N3CCCCN(C(=O)Nc4ccc(F)cc4)C[C@@H]23)cc1
 : 1.1, -23.0, -0.9, 5.6, 2.9, 1.6, 0.0, -5.2
39	COc1ccc2c3c([nH]c2c1)[C@H](CO)N(C(=O)c1ccncc1)CC31CCN(Cc2cccnc2)CC1
 : ·, ·, -3.4, 11.2, ·, -0.6, 0.3, 11.3
40	C[C@H]1CCCCO[C@@H](CN(C)S(=O)(=O)c2cn(C)cn2)[C@@H](C)CN([C@@H](C)CO)C(=O)c2cc(NC(=O)CCC(F)(F)F)ccc2O1
 : ·, 31.0, -2.3, -0.8, -1.0, 0.2, 0.0, 5.9

A different layout for 2 compounds above.
39	COc1ccc2c3c([nH]c2c1)[C@H](CO)N(C(=O)c1ccncc1)CC31CCN(Cc2cccnc2)CC1
  PGC1a acetyl inh: ·	C2C12 statin: ·	SIRT5 block: -3.4	LGR2 inh: 11.2	Cneo AK release: ·	ERAP1 HTS inh: -0.6	XiGFP reactiv: 0.3	S100A4 inh HTS: 11.3
40	C[C@H]1CCCCO[C@@H](CN(C)S(=O)(=O)c2cn(C)cn2)[C@@H](C)CN([C@@H](C)CO)C(=O)c2cc(NC(=O)CCC(F)(F)F)ccc2O1
  PGC1a acetyl inh: ·	C2C12 statin: 31.0	SIRT5 block: -2.3	LGR2 inh: -0.8	Cneo AK release: -1.0	ERAP1 HTS inh: 0.2	XiGFP reactiv: 0.0	S100A4 inh HTS: 5.9

New compounds follow.
Value order: PGC1a acetyl inh, C2C12 statin, SIRT5 block, LGR2 inh, Cneo AK release, ERAP1 HTS inh, XiGFP reactiv, S100A4 inh HTS
41	CN(CC(=O)Nc1cccc(F)c1)C(=O)c1ccc(N2CCOCC2)c([N+](=O)[O-])c1
 : 6.1, -14.0, -0.4, -15.9, 3.0, -0.3, 0.3, -0.8
42	Cc1ccc(Cl)cc1S(=O)(=O)N1CCC(C(=O)NC2CCN(Cc3ccccc3)CC2)CC1
 : -3.7, -72.8, 8.5, 9.1, -3.8, -5.3, -0.1, 0.2
43	COc1ccccc1NC(=O)CSc1nnnn1-c1ccccc1F
 : -4.2, 3.4, 3.7, -1.0, 4.1, -0.2, 0.0, 0.6
44	C/C(=N\Nc1ccc(S(=O)(=O)N2CCOCC2)cc1[N+](=O)[O-])C(C)C
 : -0.8, -1.5, 3.2, 8.2, 1.1, 1.5, 1.9, 3.5
45	O=C1NC(Cc2ccc(O)cc2)c2nc3ccc(F)cc3c(=O)n2-c2ncccc21 (stereo not drawn)
 : ·, 5.5, 21.5*, 18.7, -0.4, 7.6, -0.3, 0.4
46	COc1ccccc1-c1nc(C#N)c(NCCCn2ccnc2)o1
 : ·, ·, -36.5, 25.8, ·, 0.0, 0.2, -4.1
47	CCC(CC)C(=O)NCCc1cc2c(C)ccc(C)c2[nH]c1=O
 : -2.7, -30.1, -2.1, 14.5, 0.6, -1.9, 0.4, 6.5
48	C/C=C/c1ccc([C@@H]2[C@H](CO)N3CCCCN(S(=O)(=O)c4ccc(OC)cc4)C[C@@H]23)cc1
 : -7.9, -7.2, -13.5, -16.3, 6.7, -0.4, 0.1, 0.9
49	O=C(CCC1CCCN(C(=O)Cn2cnnn2)C1)NCc1ccc(F)c(F)c1 (stereo not drawn)
 : -12.9, ·, -3.4, -6.9, ·, -3.2, 0.7, -2.2
50	O=C(OCCN1CCN(C2=NS(=O)(=O)c3ccccc32)CC1)c1ccccc1F
 : ·, 2.1, 0.2, -4.8, -0.6, -1.3, 0.1, 5.2

Some values from above.
Entry for C/C=C/c1ccc([C@@H]2[C@H](CO)N3CCCCN(S(=O)(=O)c4ccc(OC)cc4)C[C@@H]23)cc1 under S100A4 inh HTS: 0.9
Entry for Cc1ccc(Cl)cc1S(=O)(=O)N1CCC(C(=O)NC2CCN(Cc3ccccc3)CC2)CC1 under XiGFP reactiv: -0.1
Entry for COc1ccccc1-c1nc(C#N)c(NCCCn2ccnc2)o1 under XiGFP reactiv: 0.2
Entry for C/C(=N\Nc1ccc(S(=O)(=O)N2CCOCC2)cc1[N+](=O)[O-])C(C)C under XiGFP reactiv: 1.9

Screen by screen, from the results shown.
Nos. 42 to 49 in PGC1a acetyl inh: -3.7, -4.2, -0.8, ·, ·, -2.7, -7.9, -12.9

Only part of the results is shown. The share of hits here may be higher or lower than overall.
